Compound activity from PubChem BioAssay.
influenza NS1A = H1N1 influenza NS1A inhibitors, functional cell based assay (AID 504329) | NS1A functional cell-based assay, percent inhibition; higher % means a stronger effect | inhibition, % at 12.5 µM, or IC50 in µM where a hit was titrated | hit rate 0.3% among 340,000; in the data active = a potency from the dose series; inconclusive = inhibition above about 27% without an active follow-up result; also: strong numbers were not always called active
Salmonella PhoP GFP = PhoP regulon inhibitors, Salmonella typhi PhoP promoter GFP reporter, confirmatory (AID 1850). Salmonella Typhi PhoP-promoter GFP reporter, fluorescence, 4 h; higher % means a stronger effect. inhibition, % at 50 µM, or IC50 in µM where a hit was titrated. hit rate 0.33% among 310,000; in the data active = a potency from the dose series; inconclusive = inhibition mostly from about 25% at the one dose, without a potency; inactive = the rest, 99 in 100 with inhibition below about 19%;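 also: 0% = induced wells with vehicle and 100% = uninduced wells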
H37Rv inhibition = M. tuberculosis growth inhibition, HTS (AID 449762); hit rate 0.59% among 330,000; inhibition, % at 25 µM, or IC50 in µM where a hit was titrated; M. tuberculosis H37Rv growth inhibition, 7H9 media; higher % means a stronger effect; in the data active = a potency from the dose series; inconclusive = inhibition above about 70% without an active follow-up result;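 also: bacterial growth assessed after seven days of incubation; strong numbers were not always called active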
M. tuberculosis = growth inhibition of non-replicating M. tuberculosis (AID 488890); Mycobacterium tuberculosis non-replicating, growth inhibition; higher % means a stronger effect; inhibition, % at 25 µM, or IC50 in µM where a hit was titrated; hit rate 0.39% among 320,000; in the data active = a potency from the dose series; inconclusive = inhibition mostly from about 82% at the one dose, without a potency; inactive = the rest, 99 in 100 with inhibition below about 76%;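 also: plate controls were DMSO cells for no effect and high antibiotic wells for full effect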
inhibitors of VEEV = inhibitors of VEEV TC-83 cytopathic effect, confirmation, Vero cells (AID 588727); Vero cells, VEEV TC-83 cytopathic effect inhibition; higher % means a stronger effect; inhibition, % at 20 µM; hits with a dose series show IC50 in µM; hit rate 0.13% among 350,000; in the data active = a potency from the dose series; inconclusive = inhibition mostly from about 14% at the one dose, without a potency; inactive = the rest, 99 in 100 with inhibition below about 12%; also: strong numbers were not always called active
inhibitors of VEEV 10K pilot screen = recorded beside inhibitors of VEEV, whose call it bears; inhibition, %; measured here: 10K pilot screen inhibition
* = called active by the depositor.

Screening O=C(COC(=O)c1ccc2ccccc2n1)NC1CCCCC1 returned influenza NS1A -12.1%, H37Rv inhibition 6.7%, M. tuberculosis 47.4% and inhibitors of VEEV 1.0%.
For O=[N+]([O-])c1cc(/C=N/n2c(-c3ccncc3)n[nH]c2=S)ccc1Cl the results were influenza NS1A 3.8%, Salmonella PhoP GFP -6.0%, H37Rv inhibition 10.5%, M. tuberculosis 0.2% and inhibitors of VEEV 2.7%.
For CCn1c(CC(=O)Nc2ccc(F)cc2)nnc1SCC(=O)N1CCOCC1 the results were influenza NS1A -2.7%, Salmonella PhoP GFP -9.8%, H37Rv inhibition -20.7%, M. tuberculosis -8.2% and inhibitors of VEEV 2.4%.
`Cc1cccn2c(CNCCc3ccccn3)c(C(=O)N3CCOCC3)nc12` gave influenza NS1A -11.1%, Salmonella PhoP GFP 8.0%, H37Rv inhibition -3.1%, M. tuberculosis -4.5% and inhibitors of VEEV inactive.
Screening CC(C)CC(C(=O)NC1CCCCC1)N(Cc1cccs1)C(=O)c1snc(C(N)=O)c1N (centres undefined) returned influenza NS1A -6.9%, Salmonella PhoP GFP 12.5%, H37Rv inhibition -1.7%, M. tuberculosis 52.5% and inhibitors of VEEV inactive.
For Nc1nc(SCC(=O)NN(c2ccccc2)c2ccccc2)n[nH]1 the results were influenza NS1A 13.6%, Salmonella PhoP GFP -5.7%, H37Rv inhibition 1.6%, M. tuberculosis 2.2% and inhibitors of VEEV 0.4%.
For O=C(NC1CCCCC1)c1ccc(CS(=O)Cc2ccc(Cl)cc2)o1 (centres undefined) the results were influenza NS1A -7.4%, Salmonella PhoP GFP -3.4%, H37Rv inhibition -13.0%, M. tuberculosis 7.0% and inhibitors of VEEV 1.1%.
Screening C=CCn1c(SCC(=O)c2[nH]c(C)c(C(C)=O)c2C)nnc1-c1ccncc1 returned influenza NS1A -3.3%, Salmonella PhoP GFP 0.0%, H37Rv inhibition 9.1%, M. tuberculosis 7.4% and inhibitors of VEEV 0.8%.
Screening CC(NC(=O)COc1ccccc1F)C1CC2CCC1C2 (centres undefined) returned influenza NS1A 1.9%, Salmonella PhoP GFP 4.4%, H37Rv inhibition 2.4%, M. tuberculosis 0.42µM* and inhibitors of VEEV inactive.
For O=C(CCS(=O)(=O)c1ccc(Br)cc1)Nc1ccccc1Cl the results were influenza NS1A 0.7%, Salmonella PhoP GFP 9.4%, H37Rv inhibition 1.4%, M. tuberculosis -10.4% and inhibitors of VEEV 0.4%.
Screening CC(C)(C)C(=O)/C=c1\[nH]c(=O)/c(=C\c2ccccc2F)s1 returned influenza NS1A 5.4%, Salmonella PhoP GFP 0.9%, H37Rv inhibition 48.4%, M. tuberculosis 36.6% and inhibitors of VEEV 3.4%.
For COc1cc(NC(=O)C23CC4CC(C2)CC(n2cnc([N+](=O)[O-])n2)(C4)C3)cc(OC)c1 the results were influenza NS1A 2.8%, Salmonella PhoP GFP -8.9%, H37Rv inhibition -14.1%, M. tuberculosis -9.1% and inhibitors of VEEV 0.2%.
Cc1ccc(Cn2cc(/C=N/Nc3ccc([N+](=O)[O-])cn3)c3ccccc32)cc1 was read as influenza NS1A 0.3%, Salmonella PhoP GFP -7.7%, H37Rv inhibition 7.6%, M. tuberculosis -1.1% and inhibitors of VEEV 1.0%.
For CCn1c(CNC(=O)c2ccccc2)nc2ccccc21 the results were influenza NS1A -9.3%, Salmonella PhoP GFP 5.5%, H37Rv inhibition -3.5% and inhibitors of VEEV 0.3%.
Screening Cc1cc(Cn2nc(-c3ccccc3)cc2C(=O)NCc2cccs2)on1 returned influenza NS1A -4.7%, Salmonella PhoP GFP 10.5%, H37Rv inhibition 0.5%, M. tuberculosis 6.9% and inhibitors of VEEV 1.4%.
Screening O=C(Nc1ccccc1)c1nc[nH]c1C(=O)N1CCN(c2ccccc2)CC1 returned influenza NS1A -16.9%, H37Rv inhibition -7.8%, M. tuberculosis 13.3% and inhibitors of VEEV 2.2%.
COC(=O)C(NC(=O)C(NC(=O)C1CCC(C)CC1)C(C)C)C(C)C (centres undefined) was read as influenza NS1A -4.6%, Salmonella PhoP GFP -26.7%, H37Rv inhibition -0.4%, M. tuberculosis 17.8% and inhibitors of VEEV inactive.
`Nc1nc(SCc2ccccc2Cl)[nH]c(=O)c1-c1ccccc1` gave influenza NS1A 21.5%, Salmonella PhoP GFP 10.0%, H37Rv inhibition 0.0%, M. tuberculosis -7.8% and inhibitors of VEEV 3.7%.
For COc1ccccc1N1CCN(Cc2c(F)cccc2Cl)CC1 the results were influenza NS1A -25.5%, Salmonella PhoP GFP -16.5%, H37Rv inhibition 18.5%, M. tuberculosis 11.6% and inhibitors of VEEV inactive.
Screening CC1CC(C)(C)NC(=S)N1CCCC(=O)NCc1ccccc1 (centres undefined) returned influenza NS1A 6.5%, Salmonella PhoP GFP 6.6%, H37Rv inhibition -11.1%, M. tuberculosis -7.5% and inhibitors of VEEV inactive.
COCCNC(=O)COC(=O)/C=C/c1c(C)nn(Cc2ccc(Cl)cc2Cl)c1Cl was read as influenza NS1A -3.7%, Salmonella PhoP GFP -10.9%, H37Rv inhibition -8.0%, M. tuberculosis -2.1% and inhibitors of VEEV 0.9%.
Screening O=S(=O)(NC1c2cccc3cccc(c23)C1N1CCNCC1)c1ccc(Cl)cc1 (centres undefined) returned influenza NS1A 14.1%, Salmonella PhoP GFP 19.2%, H37Rv inhibition 12.6%, M. tuberculosis 43.8%, inhibitors of VEEV 0.5% and inhibitors of VEEV 10K pilot screen 4.3.
`COc1ccc(C(CNC(=O)c2ccc(C)c(S(=O)(=O)N3CCOCC3)c2)N2CCCC2)cc1` (centres undefined) gave influenza NS1A -0.4% and inhibitors of VEEV 2.9%.
For CC(/C=N/NC(=O)c1ccccc1F)c1ccccc1 (centres undefined) the results were influenza NS1A -4.5%, Salmonella PhoP GFP 11.1%, H37Rv inhibition 61.4%, M. tuberculosis 36.7% and inhibitors of VEEV 0.6%.
`C=CCOc1cccc(C(=O)N2CCCC(CNS(=O)(=O)c3cccs3)C2)c1` (centres undefined) gave influenza NS1A 1.5%, Salmonella PhoP GFP -16.1%, H37Rv inhibition 1.6%, M. tuberculosis 2.8% and inhibitors of VEEV inactive.
`O=C(Oc1ccc(Cl)c2cccnc12)c1cccc([N+](=O)[O-])c1` gave influenza NS1A -8.2%, Salmonella PhoP GFP -4.9%, H37Rv inhibition inconclusive, M. tuberculosis inconclusive and inhibitors of VEEV 1.8%.
For COC(=O)c1cc(NCc2ccccc2F)ccc1N1CCOCC1 the results were influenza NS1A 5.5%, Salmonella PhoP GFP -11.8%, H37Rv inhibition -3.0%, M. tuberculosis -6.1%, inhibitors of VEEV inactive and inhibitors of VEEV 10K pilot screen 0.4.
Screening CCN(CC)S(=O)(=O)c1ccc2[nH]c(=O)cc(C(=O)NCc3ccccc3)c2c1 returned influenza NS1A -6.8%, Salmonella PhoP GFP 0.2%, H37Rv inhibition -11.0%, M. tuberculosis -4.4% and inhibitors of VEEV 2.0%.
`CCNc1nc(NCC)nc(N/N=C/c2ccc(OC)cc2)n1` gave Salmonella PhoP GFP -21.1%, H37Rv inhibition -1.9%, M. tuberculosis 27.1% and inhibitors of VEEV 3.4%.
For CN(C)c1nc(N)nc(CSc2n[nH]c(-c3ccccc3)n2)n1 the results were influenza NS1A 1.9%, H37Rv inhibition 4.5%, M. tuberculosis 19.7% and inhibitors of VEEV 0.6%.
CCCCn1c(N)c(N(Cc2ccccc2OC)C(=O)c2cc(CC)c(C)s2)c(=O)[nH]c1=O was read as influenza NS1A -0.3%, H37Rv inhibition 8.1%, M. tuberculosis 70.1% and inhibitors of VEEV 1.4%.
Screening Cc1ccccc1Cn1nc(C)c(NC(=O)c2sc3ccccc3c2Cl)c1C returned influenza NS1A 2.8%, Salmonella PhoP GFP 1.5%, H37Rv inhibition inconclusive, M. tuberculosis -5.8% and inhibitors of VEEV inactive.
`CC(=O)Nc1ccc(C(=O)CSc2nnnn2C(C)C)cc1` gave influenza NS1A 7.0%, Salmonella PhoP GFP -1.7%, H37Rv inhibition -7.9%, M. tuberculosis 15.2%, inhibitors of VEEV 1.6% and inhibitors of VEEV 10K pilot screen 4.6.
For Cc1ccc(S(=O)(=O)NNC(=O)Nc2ccc(Cl)c(Cl)c2)cc1 the results were influenza NS1A 18.4%, Salmonella PhoP GFP 5.3%, H37Rv inhibition 23.3%, M. tuberculosis 21.8% and inhibitors of VEEV inactive.
`Cc1cc(F)ccc1NC(=S)NC1CCCC1` gave influenza NS1A -3.7%, Salmonella PhoP GFP -7.5%, H37Rv inhibition -5.7%, M. tuberculosis 70.0% and inhibitors of VEEV 3.7%.
`O=C(CCCn1c(=O)[nH]c2cc(Cl)ccc2c1=O)NCCCN1CCCC1` gave influenza NS1A 1.8%, Salmonella PhoP GFP 18.2%, H37Rv inhibition -2.9%, M. tuberculosis 7.7% and inhibitors of VEEV 11.4%.
`COc1cc(CNCc2ccncc2)ccc1OCC(N)=O` gave influenza NS1A -16.6% and inhibitors of VEEV 1.3%.
For COc1ccccc1NC(=O)c1cc(S(=O)(=O)N2CCOCC2)ccc1Cl the results were influenza NS1A 0.8%, Salmonella PhoP GFP 8.7%, H37Rv inhibition -14.9%, M. tuberculosis -6.8% and inhibitors of VEEV 1.9%.
For Cc1sc2nc(SCc3ccc(C(=O)O)cc3)n(Cc3ccco3)c(=O)c2c1C the results were influenza NS1A 7.4%, Salmonella PhoP GFP -5.3%, H37Rv inhibition 5.2%, M. tuberculosis 1.8% and inhibitors of VEEV 0.5%.
COc1ccc(-c2cc(=NC(CC(C)C)C(=O)O)c3cc(C)ccc3o2)cc1 (centres undefined) was read as influenza NS1A 3.5%, Salmonella PhoP GFP 4.0%, H37Rv inhibition 2.9%, M. tuberculosis -2.3% and inhibitors of VEEV 3.1%.
COc1ccccc1C(c1nnnn1C(C)(C)C)N1CCCCCC1 (centres undefined) was read as influenza NS1A 0.9%, Salmonella PhoP GFP 19.0%, H37Rv inhibition -4.4%, M. tuberculosis 38.9% and inhibitors of VEEV inactive.
O=C(OCc1nnc(-c2ccccc2)o1)c1ccc(Cl)cc1 was read as influenza NS1A 1.2%, Salmonella PhoP GFP -9.4%, H37Rv inhibition -1.9%, M. tuberculosis 17.7%, inhibitors of VEEV inactive and inhibitors of VEEV 10K pilot screen 0.5.
Screening C[C@H](CO)N1C[C@H](C)[C@@H](CN(C)C(=O)Nc2ccc(C(F)(F)F)cc2)Oc2c(NS(=O)(=O)c3cccs3)cccc2C1=O returned influenza NS1A 1.2%, H37Rv inhibition 0.5%, M. tuberculosis 28.8% and inhibitors of VEEV 1.3%.
Screening O=C(N/N=C/c1cccc(OC(=O)c2ccccc2Cl)c1)c1cccnc1 returned influenza NS1A 5.3%, Salmonella PhoP GFP -8.8%, H37Rv inhibition -3.6%, M. tuberculosis 55.6% and inhibitors of VEEV inactive.
CCOc1cccc(/C=C/c2cc(C(=O)O)c3ccccc3n2)c1OC was read as influenza NS1A 10.0%, Salmonella PhoP GFP -1.9%, H37Rv inhibition 2.4%, M. tuberculosis 2.7% and inhibitors of VEEV 3.9%.
`CCOC(=O)C/C(C)=N/NC(=O)c1cccs1` gave influenza NS1A -1.9%, Salmonella PhoP GFP 6.6% and inhibitors of VEEV 2.1%.
CCCNC(=O)CN(Cc1ccco1)S(=O)(=O)c1ccc(OCC)cc1 was read as influenza NS1A -4.0%, Salmonella PhoP GFP -5.1%, H37Rv inhibition 1.4%, M. tuberculosis -8.3% and inhibitors of VEEV 1.1%.
`COc1ccc(Cl)cc1NC(=O)CN(C)C(=O)Cc1n[nH]c(=O)c2ccccc12` gave influenza NS1A -3.4%, Salmonella PhoP GFP 4.2%, H37Rv inhibition -3.3%, M. tuberculosis -10.6% and inhibitors of VEEV 0.1%.
CCOC(=O)CNC(=O)CSc1nc2ncc(Br)cc2[nH]1 was read as influenza NS1A -2.1%, Salmonella PhoP GFP 8.7%, H37Rv inhibition -4.6%, M. tuberculosis -10.0% and inhibitors of VEEV inactive.

Ordered by SMILES length (rising): some entries from above.
`CCOC(=O)C/C(C)=N/NC(=O)c1cccs1` gave influenza NS1A -1.9%, Salmonella PhoP GFP 6.6% and inhibitors of VEEV 2.1%.
CCOC(=O)CNC(=O)CSc1nc2ncc(Br)cc2[nH]1 was read as influenza NS1A -2.1%, Salmonella PhoP GFP 8.7%, H37Rv inhibition -4.6%, M. tuberculosis -10.0% and inhibitors of VEEV inactive.
CCCNC(=O)CN(Cc1ccco1)S(=O)(=O)c1ccc(OCC)cc1 was read as influenza NS1A -4.0%, Salmonella PhoP GFP -5.1%, H37Rv inhibition 1.4%, M. tuberculosis -8.3% and inhibitors of VEEV 1.1%.
